Compound activity: PubChem BioAssay, Sanford-Burnham Center for Chemical Genomics
Mdm2 MdmX PPI: human Mdm2/MdmX binding inhibition | SaOS-2 split-luciferase Mdm2/MdmX complementation, luminescence | O15151+Q00987 | 330,000 tested, 3% active | inhibition, % at 8 µM | AID 485346;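 active = inhibition of at least 50% at 8 µM in the primary screen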
Target sequence (O15151 whole entry, looked up): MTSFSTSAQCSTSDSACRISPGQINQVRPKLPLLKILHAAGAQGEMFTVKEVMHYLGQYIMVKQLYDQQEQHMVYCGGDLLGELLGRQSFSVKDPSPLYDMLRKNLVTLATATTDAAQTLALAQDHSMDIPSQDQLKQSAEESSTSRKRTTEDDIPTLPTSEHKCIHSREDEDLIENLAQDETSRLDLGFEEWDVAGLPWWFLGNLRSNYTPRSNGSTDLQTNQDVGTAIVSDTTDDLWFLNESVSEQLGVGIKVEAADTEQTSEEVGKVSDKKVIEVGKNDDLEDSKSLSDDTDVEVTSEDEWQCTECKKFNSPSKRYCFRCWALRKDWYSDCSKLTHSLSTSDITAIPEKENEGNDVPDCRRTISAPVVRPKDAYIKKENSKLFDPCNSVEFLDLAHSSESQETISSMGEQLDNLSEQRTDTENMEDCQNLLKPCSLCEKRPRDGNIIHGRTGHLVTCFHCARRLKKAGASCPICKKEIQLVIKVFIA
Target sequence (Q00987 whole entry, looked up): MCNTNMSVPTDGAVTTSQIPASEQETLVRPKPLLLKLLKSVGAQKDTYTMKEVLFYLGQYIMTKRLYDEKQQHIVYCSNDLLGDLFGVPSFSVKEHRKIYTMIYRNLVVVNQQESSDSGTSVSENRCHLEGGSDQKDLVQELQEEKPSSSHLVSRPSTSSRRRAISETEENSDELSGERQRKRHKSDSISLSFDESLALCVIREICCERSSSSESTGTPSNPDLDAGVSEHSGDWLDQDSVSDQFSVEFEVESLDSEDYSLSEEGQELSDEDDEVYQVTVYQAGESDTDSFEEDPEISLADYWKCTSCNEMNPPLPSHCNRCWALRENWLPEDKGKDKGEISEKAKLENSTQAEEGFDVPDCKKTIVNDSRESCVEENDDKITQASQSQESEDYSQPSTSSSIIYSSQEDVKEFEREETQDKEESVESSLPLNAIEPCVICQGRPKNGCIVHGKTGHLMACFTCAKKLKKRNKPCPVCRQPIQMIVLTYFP
XBP1 UPR activ: activators of adaptive arm of unfolded protein response (XBP1); CHO-XBP1 luciferase reporter, IRE1-XBP1 UPR activation, luminescence; percent of tunicamycin response, DMSO as zero; activation, % at 20 µM; 330,000 tested, 0.33% active; AID 463104;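 active = versus positive control, 20 µM dose yields 30% or more activation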;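 note: 100% = tunicamycin at 10 µg/mL and 0% = DMSO only wells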
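Assay system: IRE1-XBP1 luciferase reporter CHO line. Input: 1000 cells/well. Buffer or medium: F12 with 10% serum. Doses: 20 µM, 1% DMSO. Times: overnight seeding at 37 °C, 6 h compound treatment at 37 °C. Technique: Steady-Glo luciferase glow luminescence, 10 min after reagent addition.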
tim23-1 inh: inhibits growth of tim23-1 mutant yeast. S. cerevisiae tim23-1 growth, BacTiter-Glo luminescence, 24 h. inhibition, % at 20 µM. 330,000 tested, 1.3% active;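 active = growth inhibition of the mutant yeast at or above 50%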;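 note: temperature-sensitive mutant grown at 25 °C; plate controls were DMSO-treated mutant yeast for no effect and medium wells lacking yeast for full effect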
tim10-1 inh: inhibits growth of tim10-1 mutant yeast; AID 463190; inhibition, % at 20 µM; 330,000 tested, 2.2% active; S. cerevisiae tim10-1 ts strain growth, BacTiter-Glo, 24 h;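 active = inhibition of at least 40%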;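 note: mutant grown at 25 °C; 0% = DMSO wells with yeast and 100% = wells holding no yeast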
697 NFkB inh: lowers PMA/ionomycin-induced NF-kB signal in 697 B cells. 697 B-cell NF-kB luciferase reporter, 16 h. inhibition, % at 4 µM. 330,000 tested, 0.33% active; in the data active = inhibition above about 35%
Jurkat NFkB inh: lowers PMA/ionomycin-induced NF-kB signal in Jurkat cells | 330,000 tested, 0.53% active | AID 435003 | inhibition, % at 4 µM | PMA/ionomycin-induced NF-kB luciferase reporter, luminescence; in the data active = inhibition above about 50%
TIM10 inh: inhibits growth of TIM10 yeast strain; 330,000 tested, 1.4% active; AID 463195; S. cerevisiae TIM10 strain growth, BacTiter-Glo luminescence, 24 h; inhibition, % at 10 µM;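 active = inhibition of 40% or more at the single tested concentration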;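 note: wild-type TIM10 isogenic control strain grown at permissive 25 °C; 0% = DMSO yeast wells and 100% = minimal medium wells without yeast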
CHOP UPR activ: activators of apoptotic arm of unfolded protein response (CHOP). activation, % at 10 µM. 330,000 tested, 0.34% active. AID 449763. CHO-CHOP luciferase reporter, UPR activation, luminescence; percent of tunicamycin response over DMSO baseline;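 active = at 10 µM dose, activation of 40% or more, normalized to positive control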;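 note: 100% = tunicamycin at 10 µg/mL and 0% = DMSO alone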
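System: CHO-CHOP luciferase reporter cell line | Buffer or medium: F12 medium containing 10% fetal bovine serum | Doses: One dose, 10 µM in 0.5% DMSO | Times: 6 h compound exposure at 37 °C after overnight seeding | Signal: Luciferase luminescence | Read-out: % activation vs tunicamycin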
An asterisk follows results filed as active. Hits appear at their usual frequency; 6.6% or so of the library scored in one or more.

SMILES	Mdm2 MdmX PPI	XBP1 UPR activ	tim23-1 inh	tim10-1 inh	697 NFkB inh	Jurkat NFkB inh	TIM10 inh	CHOP UPR activ
CCOC(=O)/C(C(=O)Nc1ccc(Br)cc1)=C1/NC(C)(C)Cc2ccccc21	-7.8	-2.0	32.7	17.8	6.8	-25.9	5.7	0.6
COC(=O)c1sc(N)c(C(=O)OC)c1CSc1nnc(-c2ccccc2Cl)n1C	11.3	-0.4	21.1	11.7	27.7	12.6	11.8	0.5
COc1ccc(OC)c(/C=N\NC(=O)c2ccc(-c3ccccc3)cc2)c1	4.4	-2.1	5.7	14.2	20.6	4.7	-19.2	1.2
COc1cc2c(cc1OC)CN(C(=O)c1oc3ccccc3c1C)CC2	20.9	3.1	16.5	-5.3	10.0	39.8	-11.2	-0.6
O=[N+]([O-])c1ccc(-c2cn(-c3ccccc3)c(=S)[nH]2)cc1	-32.7	-1.0	-6.3	9.4	-87.3	-69.5	1.4	7.5
CCN(CC)S(=O)(=O)c1cccc(C(=O)Nc2cc(C)on2)c1	-5.1	0.6	14.2	-3.0	-17.4	-15.9	-13.2	3.8
CC(NCCOCCOc1ccccc1)c1ccccc1 (stereo not drawn)	15.9	-1.1	8.2	5.7	4.5	5.7	-17.1	-0.1
COc1ccccc1CCc1nnc(CCC(=O)NCC2CCCO2)o1 (stereo not drawn)	18.7	3.1	14.3	12.8	-5.2	13.0	-1.4	1.3
COC(=O)/C=C1/S/C(=N/NC(=O)c2ccccc2C)NC1=O	-5.7	-1.2	4.5	8.1	0.6	3.1	8.7	1.3
Cc1ccc(NS(=O)(=O)c2cccc(C(=O)NN3CCOCC3)c2)cc1	0.7	-0.5	8.0	13.8	-3.1	-4.0	-15.3	-1.3
COc1ccc(N2CCN(C(=O)COC(=O)CCc3ccccc3OC)CC2)cc1	4.0	-4.4	15.3	19.1	-3.3	-1.8	11.7	1.9
COCCNC(=S)N1CCN(c2nc3ccccc3s2)CC1	0.2	-0.3	1.2	-24.2	-6.7	-12.5	-12.5	-1.1
COc1cccc(-n2c(SCC(=O)Nc3nc4ccccc4s3)nc3ccccc3c2=O)c1	26.5	-1.5	28.6	23.8	-6.1	-2.1	17.8	-0.3
CCN(CC)c1ccc(NC(=O)c2ccc3c(c2)OCO3)c(C)c1	8.6	1.7	6.0	-4.6	3.9	-5.7	-0.3	-0.3
O=c1[nH]cnc2[nH]ncc12	-3.5	-6.5	3.8	8.3	7.6	-10.8	13.6	-0.6
Cc1ccc(C(=O)N/N=C\c2cc3c(cc2Br)OCO3)cn1	10.1	-1.8	-5.2	-23.6	25.5	0.5	-5.0	1.8
Cc1cc(C(=O)CSc2ccc(F)cc2)cc(C)c1OC(=S)N(C)C	58.4*	-9.2	-1.5	3.8	-136.5	-20.8	-15.4	-4.8
CCC(=O)N1CCCc2cc(S(=O)(=O)N3CCN(c4ncccn4)CC3)ccc21	29.5	-4.1	13.3	18.6	-11.9	-6.7	7.9	1.5
O=C(COC(=O)c1cccc(Cl)c1)NC1CCCCCCC1	2.3	-2.0	39.3	8.8	7.8	-4.3	10.5	-0.5
CCCC(c1nnnn1Cc1ccc(F)cc1)N1CCN(CC)CC1 (stereo not drawn)	-2.5	-0.5	7.8	9.5	-5.4	-3.9	-3.7	-0.3
COc1ccc(NC(=O)c2cc(-c3cccs3)on2)cc1	-51.2	2.5	-2.5	-36.2	1.8	-52.7	7.1	5.7
COC(=O)C1=C(C)N(Cc2ccccc2)C(=NCCc2c[nH]c3ccccc23)N[C@H]1c1cccc(C(F)(F)F)c1	100.5*	16.9	9.1	21.1	-6.1	-2.9	5.2	2.9
O=C(CSc1nc2ncc(Cl)cc2[nH]1)c1c[nH]c2ccccc12	6.3	1.4	-9.7	-7.3	0.6	1.9	-25.4	0.9
CC(O)[C@H]1CC[C@H]2[C@@H]3CC[C@H]4C[C@H](O)CC[C@]4(C)[C@H]3[C@H](O)C[C@]12C (stereo partly drawn)	3.5	-1.7	27.8	3.7	2.5	7.2	7.5	2.2
COc1ccc(C2=NN(CCC(=O)NCc3ccc4c(c3)OCO4)C(=O)CC2)cc1	18.1	1.8	5.1	-3.6	7.3	11.4	-23.9	0.0
COc1ccc(Cl)cc1S(=O)(=O)N1CCN(C(=O)COc2ccccc2)CC1	-5.5	-0.2	14.0	-2.4	-5.8	-3.6	9.0	-1.4
Cc1ccc(S(=O)(=O)C2(C(=O)Nc3cccnc3)CC2)cc1	-14.1	-0.1	8.3	16.4	-1.5	13.1	11.5	-0.8
Cc1c(Cl)cccc1NC(=S)N(C)CCC#N	9.9	-3.6	6.8	9.6	25.3	13.6	2.0	-1.0
O=C(Nc1ccccc1Cl)c1ccc(-c2ccccn2)s1	-81.3	4.5	19.4	-16.5	3.6	-116.0	18.1	6.2
O=C1NC2NC(=O)N(C(Cc3ccccc3)C(=O)O)C2N1 (stereo not drawn)	1.3	1.7	6.5	4.0	8.2	-0.7	-3.6	0.5
CC(C(=O)N1CCc2ccccc21)N1CCN(Cc2ccc(Cl)cc2)CC1 (stereo not drawn)	31.3	-0.4	4.3	-28.0	0.1	11.2	-57.8	-1.4
COc1ccc(NC2CCCN(C(=O)CSc3ccccc3)C2)cc1 (stereo not drawn)	-6.7	-7.4	15.6	20.6	15.3	-5.5	-2.9	0.7
CC(NC(=O)c1cc2c(=O)n(C)c3ccccc3c2n1C)c1ccc2c(c1)OCCO2 (stereo not drawn)	27.2	-0.4	3.9	19.7	16.6	0.5	15.1	-0.5
CCC(C)NCCOc1ccc(C(C)(C)c2ccccc2)cc1 (stereo not drawn)	34.3	-1.6	-54.9	-21.5	-47.6	-8.6	-2.7	0.0
CN(C)/C=C(\C(=O)c1ccccc1)c1nnnn1-c1ccccc1	-6.0	-1.8	13.9	7.4	8.3	-2.3	15.0	0.7
Cc1cccc(C(C)C)c1NC(=O)c1ccc(COc2ccc3c(C)cc(=O)oc3c2)cc1	1.1	-4.5	-5.7	4.6	-23.8	5.5	0.6	2.6
Cn1cc(CCNC(=O)c2ccc3nc(Cc4ccccc4F)oc3c2)cn1	-189.3	3.9	7.7	20.3	-168.6	-106.1	1.3	9.0
CCNc1nc(Nc2ccc(C)c(Cl)c2)c2cnn(C)c2n1	34.3	8.6	24.0	24.6	-29.9	12.3	23.6	0.4
Nc1[nH]n(-c2ccccc2)c(=O)c1N=Nc1ccccc1[N+](=O)[O-]	18.4	1.8	-0.9	13.8	-106.6	-97.8	9.9	5.4
Cc1ccc(-c2nn(CC(=O)NCc3cc(-c4nn(C)c(=O)c5ccccc45)ccc3C)c(=O)c3ccccc23)cc1	96.9*	81.1*	-7.0	8.8	-13.1	3.8	3.1	11.6
COc1ccc(-c2n[nH]c(=S)n2-c2ccc3c(c2)OCCO3)cc1	-19.6	2.5	24.8	19.5	-10.4	-11.0	18.7	2.5
Cc1cccc(NC(=S)Nc2cccc(C)n2)n1	-7.2	-0.7	9.2	13.2	-25.6	-26.8	-43.1	-1.8
CCC1CCCCN1CCCNC(=O)C(C)n1nc(C)c2sc3ccccc3c2c1=O (stereo not drawn)	16.6	-3.0	-0.1	-0.9	-7.2	-8.9	-9.5	-3.2
O=C(Nc1ccc2c(c1)OCO2)C1CCN(Cc2cnn(-c3ccccc3)c2-n2cccc2)CC1	16.9	-2.9	-3.3	6.2	-3.9	23.1	-8.7	-0.7
CC(=O)c1cccc(NC(=O)CCN2C(=O)C3C4CCC(C4)C3C2=O)c1 (stereo not drawn)	-4.8	-5.2	-2.8	-3.7	-13.2	-10.4	-1.3	1.7

Full records, quoted from the list:
Profile of CC(NC(=O)c1cc2c(=O)n(C)c3ccccc3c2n1C)c1ccc2c(c1)OCCO2 (stereo not drawn) : Mdm2 MdmX PPI: 27.2; XBP1 UPR activ: -0.4; tim23-1 inh: 3.9; tim10-1 inh: 19.7; 697 NFkB inh: 16.6; Jurkat NFkB inh: 0.5; TIM10 inh: 15.1; CHOP UPR activ: -0.5
Profile of CN(C)/C=C(\C(=O)c1ccccc1)c1nnnn1-c1ccccc1 : Mdm2 MdmX PPI: -6.0; XBP1 UPR activ: -1.8; tim23-1 inh: 13.9; tim10-1 inh: 7.4; 697 NFkB inh: 8.3; Jurkat NFkB inh: -2.3; TIM10 inh: 15.0; CHOP UPR activ: 0.7

The results go on.
SMILES	Mdm2 MdmX PPI	XBP1 UPR activ	tim23-1 inh	tim10-1 inh	697 NFkB inh	Jurkat NFkB inh	TIM10 inh	CHOP UPR activ
C/C(=N\NC(=O)c1cc(O)ccc1O)c1cccc(NC(=O)c2cccc(Cl)c2)c1	3.6	-1.7	3.8	-0.8	8.9	4.4	-0.1	7.3
CC(OC(=O)c1ccccc1OCc1ccc(Cl)cc1)C(N)=O (stereo not drawn)	-8.8	-6.5	12.0	-12.2	11.1	-2.0	-17.0	0.6
CCOC(=O)CC(=O)CSc1nc(-c2ccc3c(c2)OCO3)cc(C(F)(F)F)c1C#N	-4.1	37.6*	10.6	22.5	7.0	1.4	34.3	-2.1
O=C(Nc1ccc(F)cc1F)C1CCN(C(=O)c2ccc(Br)cc2)CC1	14.1	0.1	9.4	16.9	7.8	6.6	4.7	-0.2
CC(C)N1CCN(Cc2ccc(-c3ccccc3)cc2)CC1CCO (stereo not drawn)	16.3	-3.9	-4.1	-1.8	-10.3	-13.3	1.4	-1.9
O=S(=O)(c1ccccc1)c1nc(-c2ccco2)oc1Nc1ccccc1	-2.2	4.0	30.8	27.3	-67.7	-17.1	10.7	2.7
COc1ccc(-n2ccn3c(CCC(=O)N4CCN(c5cccc(C)c5C)CC4)nnc3c2=O)cc1	23.1	-2.3	-21.1	-8.3	-10.7	-4.7	1.1	1.6
Cn1ncc(Br)c1C(=O)Nc1ccc(Br)cn1	-16.6	0.2	12.0	8.6	0.4	2.2	2.4	4.9
CCN1C(=O)c2cccc3c(S(=O)(=O)NCCCN4CCOCC4)ccc1c23	19.1	-1.8	-1.6	4.6	0.1	-23.4	1.0	-0.2
COc1cccc(CCNS(=O)(=O)CCNC(=O)c2cccc(OC)c2)c1	4.2	3.9	1.5	-8.7	14.4	-2.2	-7.2	1.0
CCOC(=O)C1=C(C)N=c2s/c(=C\c3ccc(OCC(=O)O)cc3)c(=O)n2C1c1ccc(OC(C)C)cc1 (stereo not drawn)	1.4	-1.9	24.7	12.8	23.4	1.7	14.8	1.2
COc1cccc(CNc2nc3nc(C)cc(=O)n3[nH]2)c1	-5.0	5.2	0.5	-3.3	-0.2	4.3	3.1	0.3
C=CCNC(=S)NNC(=O)c1cc(-c2cccnc2)nc2ccccc12	8.9	-7.1	14.4	10.6	9.4	-4.3	12.5	2.4
Cn1c(SCc2cccc(Br)c2)nc2ccccc2c1=O	-1.9	-3.8	-2.6	-23.4	-35.8	14.0	-33.0	2.9
CCCCOc1ccc(C(=O)NCC(=O)NCC(c2cccs2)N2CCOCC2)cc1 (stereo not drawn)	-10.6	-2.2	-8.2	5.6	-9.6	-7.2	6.9	0.2
COc1ccc(C2C(CN3CCOCC3)C(=O)N2c2ccccc2)cc1 (stereo not drawn)	3.9	-1.9	21.9	4.3	15.8	-20.3	4.6	0.6
O=C(CSc1ccccc1)NC1CCCCCCC1	15.8	0.7	24.7	27.5	-24.5	-4.7	3.3	4.2
COc1ccc(/C=C(/CC(=O)Nc2ccccc2)c2nc3ccccc3s2)cc1	11.5	5.7	14.9	23.4	-21.4	-10.8	3.3	0.6
